FUS suppressor = suppressors of FUS proteinopathy in yeast. S. cerevisiae FUS-expressing, growth rescue, OD600, 24 h. Potency, µM (series often up to 76.6 µM), inactives show at the highest dose growth rescue (activation), usual class: activators. actives 0.24% (n = 390,000). AID 1347120;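 further: potency means the concentration at half of the fitted maximal effect; plate controls were DMSO vehicle for no effect and reference control for full effect; nearly all actives have a fitted effect of over 55% in size; some results filed as inactive show a strong effect at the top dose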
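Yeast FUS proteinopathy model; galactose-induced FUS (2%), starting OD 0.005. Cpds in dilution series, 24hr, 30C, 99% humidity. Abs 600 nm growth. Pos ctrl CP55940 (top 92uM final); neg ctrl DMSO.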
EPAC2 ag = agonists of human EPAC2 (RAPGEF4) | Q8WZA2 | EPAC2 activation, biochemical qHTS; response scale: 100% = 6.5 mM cAMP response | Potency, µM (doses to about 154 µM), for inactives: top-dose activation, actives largely listed as activators | actives 0.079% (n = 360,000) | AID 720711; further: potency means the concentration at half of the fitted maximal effect; nearly all actives have a fitted effect of over 50% in size
Target sequence (Q8WZA2 whole entry, looked up): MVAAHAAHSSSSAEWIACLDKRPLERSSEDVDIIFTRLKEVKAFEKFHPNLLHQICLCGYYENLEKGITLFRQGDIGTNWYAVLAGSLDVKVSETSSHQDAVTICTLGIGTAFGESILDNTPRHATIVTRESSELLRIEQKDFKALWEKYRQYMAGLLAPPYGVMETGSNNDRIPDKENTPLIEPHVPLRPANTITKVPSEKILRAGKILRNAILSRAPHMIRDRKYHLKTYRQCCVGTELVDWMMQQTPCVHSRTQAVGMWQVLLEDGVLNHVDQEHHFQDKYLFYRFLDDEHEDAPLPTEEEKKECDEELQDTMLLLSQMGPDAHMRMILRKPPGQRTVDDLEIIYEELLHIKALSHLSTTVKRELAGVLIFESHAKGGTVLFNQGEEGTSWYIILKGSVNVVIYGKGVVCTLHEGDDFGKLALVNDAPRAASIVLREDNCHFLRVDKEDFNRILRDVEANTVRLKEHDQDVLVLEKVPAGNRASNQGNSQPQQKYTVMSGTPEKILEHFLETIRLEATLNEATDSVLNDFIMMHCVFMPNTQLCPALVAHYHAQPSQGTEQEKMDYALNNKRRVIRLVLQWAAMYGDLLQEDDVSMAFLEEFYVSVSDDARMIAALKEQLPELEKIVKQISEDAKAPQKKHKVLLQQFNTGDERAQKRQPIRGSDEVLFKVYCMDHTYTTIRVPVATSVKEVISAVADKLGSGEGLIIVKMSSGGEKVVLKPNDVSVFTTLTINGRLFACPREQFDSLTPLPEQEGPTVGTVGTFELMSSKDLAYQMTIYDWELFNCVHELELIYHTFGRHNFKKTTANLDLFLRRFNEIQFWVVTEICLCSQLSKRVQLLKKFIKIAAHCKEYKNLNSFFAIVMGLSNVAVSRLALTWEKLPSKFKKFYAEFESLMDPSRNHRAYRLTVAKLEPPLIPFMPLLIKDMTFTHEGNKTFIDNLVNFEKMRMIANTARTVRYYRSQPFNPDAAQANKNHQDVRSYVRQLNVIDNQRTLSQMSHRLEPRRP
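Readout is BODIPY fluorescence (480 nm excitation, 540 nm emission), which falls as labeled GDP is exchanged off Rap1B. EPAC2 at 100 nM acted on 250 nM RAP1B-BODIPY-GDP with 50 uM GDP present.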
TDP43 rescue = TDP-43 toxicity inhibition in yeast. actives 1.8% (n = 410,000). AID 652104. Potency, µM (doses to about 46.1 µM), for inactives: at the top dose growth rescue (activation), hits mostly activators. TDP-43 expressing yeast growth rescue, BacTiter-Glo, 24 h; further: potency means the concentration at half of the fitted maximal effect; % of control where 0% means no effect; nearly all actives have a fitted effect of over 50% in size
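In this qHTS, compounds that restore growth of yeast expressing TDP-43 appear as activators. Cells (OD600=0.02, galactose medium, raffinose-pregrown) are incubated with compound 24 hr at 30 deg C and growth is quantified by BacTiter-Glo.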
DRD3 agonist = agonists of human D3 dopamine receptor. AID 652048. actives 0.58% (n = 410,000). D3R DiscoveRx beta-arrestin cells, luminescence, 90 min. max activation, %; in the data active means max activation above about 30%; further: 0% is about no effect; mostly tested at two doses, the higher about 12 µM
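Cells at 1500/well, incubated overnight, then treated with pinned compounds (dopamine as control) for 90 min at 37 degrees C. DiscoveRx reagent added for 30 - 60 minutes at room temperature; luminescence read.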
Abeta rescue = A-beta toxicity reversal in yeast; Potency, µM (doses to about 46.1 µM), for the others: at the highest dose growth rescue, most hits filed as activators; actives 0.063% (n = 410,000); yeast expressing A-beta42, growth rescue, OD600, 48 h; response scale: 0% DMSO, 100% iron-clioquinol control; further: potency means the concentration at half of the fitted maximal effect; nearly all actives have a fitted effect of over 55% in size
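Yeast growth medium received pinned compounds, then yeast cells expressing toxic A-beta were added; plates incubated at 30 C for 48 hr. Growth read as absorbance at 600 nm, normalized to DMSO and equimolar FeCl3 plus clioquinol controls.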
EPAC2 antagonist = blocks human EPAC2 exchange factor; EPAC2 GEF exchange of Rap1B-BODIPY-GDP, fluorescence; Potency, µM (highest dose often 114 µM), without a hit: at the highest dose activity, negative = inhibition, actives largely listed as inhibitors; actives 0.18% (n = 360,000); further: potency means the concentration at half of the fitted maximal effect; on the % scale 0 is the no-effect control and ±100 the full control effect; nearly all actives have a fitted effect of over 45% in size; many of its hits are not listed in these tables
D3 antag = blocks the human D3 dopamine receptor. P35462. D3R cells, DiscoveRx beta-arrestin luminescence, antagonist mode; hits give low values. max response, negative = inhibition, %. actives 2.5% (n = 360,000). AID 652054; in the data active means max response below about -50%; inconclusive means no clear call, values can overlap the other calls; further: on the % scale 0 is the no-effect control and ±100 the full control effect; mostly tested at two doses, the higher about 12 µM
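Cells expressing the human receptor were seeded at 1500 cells/well, incubated overnight at 37 degrees C in 5% CO2, then exposed to library compounds with dopamine controls for 90 minutes at 37 degrees C before luminescent detection.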
aSyn rescue = rescues yeast growth from alpha-synuclein toxicity; Yeast expressing alpha-synuclein, growth rescue, BacTiter-Glo, 24 h; Potency, µM (titrated, usually from 46.1 µM), inactives show top-dose growth rescue (activation), most hits filed as activators; actives 0.14% (n = 370,000); AID 652106; further: potency means the concentration at half of the fitted maximal effect; % of control where 0% means no effect; nearly all actives have a fitted effect of over 65% in size
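Rescue of yeast growth: cells expressing toxic alpha-synuclein, induced in galactose at OD600 0.02, incubated with compound 24 h at 30 C. ATP luminescence quantified growth; inhibitors of toxicity appear as activators.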
Active calls of the source: *; ? = inconclusive; / = not tested or not shown; [ ] = remark or other dose. Unless noted, the call rests on the fitted dose curve; in most records, active means well fitted curve in the direction sought with a large enough effect; inconclusive means small, poorly fitted or top-dose-only effect, or another doubt; inactive means no such curve, though single readings can be large; an effect the other way counts as inactive or inconclusive.

SMILES | FUS suppressor | EPAC2 ag | TDP43 rescue | DRD3 agonist | Abeta rescue | EPAC2 antagonist | D3 antag | aSyn rescue
CC1CCN(c2ccc(C(=O)NCCc3ccccc3)cn2)CC1 | -1% | 14% | -11% | -12 | -11% | -12% | ? | 0%
CC(=O)N[C@H]1C(O)O[C@H](CO)[C@@H](O)[C@@H]1O (stereo partly specified) | -42% | -5% | 6% | 10 | 0% | 4% | 6 | 4%
O=C(Nc1nnc(SCc2ccc(Cl)cc2Cl)s1)C1COc2ccccc2O1 (stereo unspecified) | -6% | 20% | 12% | -4 | 0% | -2% | -2 | -8%
COc1ccc(-c2nc(=S)c3c(n2CCN2CCOCC2)CC(C)(C)OC3)cc1 | -3% | 2% | 8% | 0 | 7% | 7% | -5 | -2%
Cc1cc(C)n2c(Nc3ccc4c(c3)OCCO4)c(-c3ccccn3)nc2n1 | 25% | 7% | -8% | -14 | -33% | -4% | 0 | -12%
COC(=O)c1ccc(Nc2ncnc3c2cnn3-c2cccc(C)c2)cc1 | -22% | -3% | ? | 2 | 12% | -22% | 0 | 3%
Cc1cccc(NC(=O)c2c(O)c3ccccc3[nH]c2=O)c1 | -9% | 1% | -2% | -2 | -1% | 11% | -9 | -6%
CCOC(=O)c1ccccc1NC(=O)CN(c1ccccc1OC)S(C)(=O)=O | -10% | 2% | -14% | 1 | -10% | -4% | 15 | -3%
CC(C)(C)C(=O)NC(CC(=O)O)c1ccccc1 (stereo unspecified) | 7% | 3% | / | 17 | 2% | 8% | 51 | 3%
CCCN(CC(=O)Nc1ccccc1C)C(=O)COC(=O)c1cnc(C)cn1 | 0% | -10% | -31% | -5 | -4% | 4% | -4 | -1%
CCOc1ccc(N2C(=O)CC(N3CC(C)OC(C)C3)C2=O)cc1 (stereo unspecified) | 9% | 2% | 3% | -1 | -7% | 1% | -3 | 7%
CC1CCCC(C)N1C(=O)CSc1nnc(COc2cccc3cccnc23)o1 (stereo unspecified) | -5% | 2% | -15% | 11 | -9% | 0% | -7 | -5%
Cc1nn(Cc2ccc(Cl)cc2)c(C)c1NC(=O)CSc1nc2c(c(C(F)(F)F)n1)CCc1ccccc1-2 | 4% | 1% | 10% | 16 | 16% | -2% | 34 | -5%
CCCOc1cccc(NC(=O)c2cc(C)oc2C)c1 | -5% | 1% | 17% | 3 | 0% | -4% | 14 | -15%
CCCCn1c(CN2CCN(C(=O)c3ccco3)CC2)nc2c1c(=O)n(C)c(=O)n2C | -2% | 4% | 17% | 0 | -17% | -3% | 7 | 2%
Cc1ccc(NC(=O)CO/N=C/c2ccccc2C)c(C)c1 | 1% | -2% | ? | 4 | 20% | -1% | -7 | 1%
CC(C)COC(=O)/C(C#N)=C\c1ccc(-c2ccccc2Cl)o1 | 4% | / | 30% | 1 | -3% | / | / | /
CCNC(=S)NNC(=O)c1cc(-c2cccc(OCC)c2)nc2ccccc12 | 27% | 9% | -10% | 7 | -37% | -3% | 21 | -2%
Cc1cccc(C(C)C)c1NC(=O)COC(=O)C1CC(=O)N(Cc2ccccc2)C1 (stereo unspecified) | 25% | 9% | 20% | 0 | -2% | 10% | 1 | 4%
CCOC(=O)C1=CCN(S(=O)(=O)c2ccc(C)cc2)C1c1ccccc1F (stereo unspecified) | ? | 8% | 27% | 11 | 2% | -29% | 30 | 0%
CC(c1nc2ccccc2o1)N1C(=O)c2ccccc2C1=O (stereo unspecified) | -14% | 14% | -9% | 12 | 7% | 10% | -53* | 1%
Cc1ccccc1C(=O)NCCCn1ccnc1 | 4% | 12% | -14% | 3 | -4% | -2% | -23 | -2%
CCCCNC(=O)c1cnc2n(c1=O)CCS2 | ? | 9% | -20% | -2 | -5% | -5% | 0 | -1%
O=C(CCN1CCN(c2ccc(F)cc2)CC1)Nc1ccc(F)cc1 | -6% | 1% | -7% | -21 | -10% | 3% | -82* | -9%
COC(=O)c1ccc2c(c1)NC(=O)C(N(CC(C)C)CC(C)C)S2 (stereo unspecified) | -6% | -13% | -10% | 6 | 2% | 3% | 13 | 1%
COc1ccc(-c2nnc(C)c3nocc23)cc1 | 30% | 1% | 1% | -2 | -30% | 5% | 0 | 2%
CSc1ccccc1NC(=O)CN(C)CC(=O)Nc1ccccc1C(F)(F)F | 9% | -2% | 28% | 2 | -1% | 3% | 11 | 2%
CCCCn1c(NC(=S)Nc2ccccc2)nc2ccccc21 | 23% | 13% | ? | 32* | -5% | -18% | 63 | -55%[inhibitor]
Cc1ccc(NC(=O)C(C)OC(=O)Cn2cnc3ccccc3c2=O)cc1 (stereo unspecified) | 6% | 4% | 16% | -7 | 11% | 2% | -9 | -1%
CNC(=O)CSc1nc2cccnc2n1C1CCCCC1 | -11% | -4% | -1% | -10 | -13% | -12% | 19 | 5%

Some of the entries so far, with values under each structure.
Fields – FUS suppressor	EPAC2 ag	TDP43 rescue	DRD3 agonist	Abeta rescue	EPAC2 antagonist	D3 antag	aSyn rescue
CC(C)COC(=O)/C(C#N)=C\c1ccc(-c2ccccc2Cl)o1
  4%	/	30%	1	-3%	/	/	/
CCNC(=S)NNC(=O)c1cc(-c2cccc(OCC)c2)nc2ccccc12
  27%	9%	-10%	7	-37%	-3%	21	-2%
Cc1cccc(C(C)C)c1NC(=O)COC(=O)C1CC(=O)N(Cc2ccccc2)C1 (stereo unspecified)
  25%	9%	20%	0	-2%	10%	1	4%
CCOC(=O)C1=CCN(S(=O)(=O)c2ccc(C)cc2)C1c1ccccc1F (stereo unspecified)
  ?	8%	27%	11	2%	-29%	30	0%

Following part:
SMILES | FUS suppressor | EPAC2 ag | TDP43 rescue | DRD3 agonist | Abeta rescue | EPAC2 antagonist | D3 antag | aSyn rescue
COCCn1c(SCC(=O)N2CCN(c3ccccc3)CC2)nc2c(c1=O)SC(C)C2 (stereo unspecified) | 1% | -7% | 16% | 7 | 12% | 7% | 8 | 6%
CCOCCOC(=O)C1=C(C)N(C)C(=O)NC1c1cc(Cl)c(O)c(OCC)c1 (stereo unspecified) | ? | 14% | -4% | -6 | -3% | -14% | -18 | -3%
CCC1CCc2nc3sc(C(=O)Nc4ccc(C)cc4C)c(N)c3cc2C1 (stereo unspecified) | -23% | / | -2% | -4 | -12% | / | / | /
C1CCC(NC2=NCCC2)CC1 | 10% | 6% | -9% | 9 | 1% | -7% | 18 | 0%
CCc1nnc(NC(=O)C2CC(=O)N(Cc3ccco3)C2)s1 (stereo unspecified) | 28% | 4% | 13% | 0 | 18% | 4% | 17 | 1%
O=C(/C=C/[C@H]1O[C@@H](n2cnc3c(NC(=O)c4ccccc4)ncnc32)[C@H](O)[C@@H]1O)NCC1CCCO1 (stereo partly specified) | -9% | 1% | 8% | 3 | -9% | -1% | -15 | -2%
CC(=O)c1ccc(NC(=O)C2CCCN2S(=O)(=O)c2ccc(F)cc2)cc1 (stereo unspecified) | -14% | 7% | 8% | -4 | -16% | -7% | 13 | -1%
COc1ccc(Cc2nnc(NC(=O)c3ccccc3Cl)s2)cc1OC | -4% | 0% | 20% | 1 | -6% | -8% | 5 | 0%
C=CC[C@@H](Cc1ccc(F)cc1)C(=O)OC[C@H]1CCCN1C(=O)[C@H](CC=C)CC(=O)N(CCO)Cc1ccccc1 | ? | 1% | 14% | 4 | 1% | -18% | 6 | 2%
Cc1ccc(CNC(=O)CN2C(=O)COc3ccccc32)cc1 | -3% | / | 20% | -5 | 1% | / | / | /
CC(=O)c1sc(NC(=O)c2cccc(C)c2)nc1C | 18% | -8% | 29% | -3 | -1% | 4% | 6 | -13%
CCN(C(=O)c1cn(CC)c(=O)c2cc(OC)c(OC)cc12)c1ccccc1C | 21% | -6% | -5% | -5 | -13% | -3% | 2 | -2%
COC(=O)[C@]12CCCCC=C1N(Cc1ccc(Cl)cc1Cl)C(=O)[C@H](CC(=O)NCc1ccc(C)o1)C2 | ? | 12% | 18% | 1 | 5% | -7% | 18 | 22%
CNC(=O)COC(=O)/C=C/c1ccco1 | -20% | 7% | 0% | 0 | -3% | -10% | -8 | -22%
COc1ccc(OCC(Cn2cnc3ccccc32)OC(C)=O)cc1 (stereo unspecified) | 8% | -2% | 7% | -8 | -1% | -12% | -6 | -1%
CC[C@]12c3[nH]c4cc(-c5ccco5)ccc4c3CCN1C(=O)[C@@H](CC(=O)NC/C=C(\C)CCC=C(C)C)C[C@@H]2C(=O)N1CCN(C(=O)C2CC2)CC1 | ? | -7% | 4% | -11 | -5% | 12% | ? | 0%
CC1CCN(c2c(NCC3CCC(C(=O)NCCc4ccccc4)CC3)c(=O)c2=O)CC1 (stereo unspecified) | 11% | 0% | 7% | -1 | -22% | -1% | -22 | 2%
Cc1ccc(S(=O)(=O)Nc2ccccc2N2CCOCC2)cc1 | 14% | 2% | 1% | -12 | 12% | -2% | 16 | 7%
O=C(c1cc(COc2ccc(F)cc2Cl)on1)N1CCN(C2CCCC2)CC1 | -6% | 0% | -3% | -9 | -6% | -7% | -9 | -6%
CCCS(=O)(=O)N1CCC(C(=O)NCCC(C)C)CC1 | 3% | -3% | 7% | 2 | 2% | 1% | 9 | 11%
O=c1c2ccccc2oc2ccc(-c3ccc4[nH]ccc4c3)cc12 | -1% | 14% | 21% | 3 | -4% | 0% | 5 | -12%
CCOc1ccccc1CNC(=O)c1cnc2sc(N3CCCCCC3)nn2c1=O | 17% | / | 23% | 7 | -27% | / | / | /
O=S(=O)(c1cccc2cccnc12)N1CCCCC1 | -16% | 10% | ? | 1 | 3% | -1% | 6 | 10%
Cc1c(O)c(=O)n(-c2ccccc2)n1C | -34% | -1% | ? | -68 | -22% | -1% | -57* | -1%
CCOc1ccc(CCNC(=O)c2cc3ccccn3n2)cc1OCC | 4% | -1% | 0% | 7 | 3% | -5% | 10 | 0%
COC(=O)Cc1cc(=O)[nH]c(/N=C(\N)Nc2ccccc2C)n1 | 7% | -2% | -27% | 1 | 3% | 13% | 18 | 0%
CCCS(=O)(=O)N1CCC(C(=O)NCCc2ccc(C)cc2)CC1 | -9% | -19% | 9% | -1 | 28% | 2%[57.1 µM] | -6 | 5%
COC(CNC(=O)C(=O)Nc1ccc2c(c1)N(S(=O)(=O)c1cccs1)CCC2)OC | 22% | 5% | 4% | 3 | 4% | -4% | 6 | 1%

Assay outcomes deposited in PubChem by National Center for Advancing Translational Sciences (NCATS).

An excerpt (hit frequency here may not be typical).
